# Assay outcomes from PubChem.
# PAX8 reporter = inhibitors of PAX8 transcriptional activity in RMG-I cells | inhibition, % at 12.6 µM | actives 1.2% (n = 360,000) | RMG-I TPO-luciferase reporter, SteadyGlo, 24 h;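 active = mean replicate inhibition at least 60% with every replicate also reaching 60%; inconclusive = only one of the two criteria is met; inactive = mean below 60% and not all replicates reaching 60%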;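 also: luciferase light reporting Pax8 driven TPO promoter activity; plate controls were median of neutral control wells for no effect and mitoxantrone controls for full effect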
# SIRT5 inh = blocks human SIRT5 desuccinylation of peptide | actives 1.1% (n = 330,000) | inhibition, % at 15 µM | Q9NXA8 | Purified SirT5, succinyl-peptide AMC, trypsin-coupled fluorescence; in the data active = inhibition above about 15%; inconclusive = no clear call, values can overlap the other calls
# Target sequence (Q9NXA8 whole entry, looked up): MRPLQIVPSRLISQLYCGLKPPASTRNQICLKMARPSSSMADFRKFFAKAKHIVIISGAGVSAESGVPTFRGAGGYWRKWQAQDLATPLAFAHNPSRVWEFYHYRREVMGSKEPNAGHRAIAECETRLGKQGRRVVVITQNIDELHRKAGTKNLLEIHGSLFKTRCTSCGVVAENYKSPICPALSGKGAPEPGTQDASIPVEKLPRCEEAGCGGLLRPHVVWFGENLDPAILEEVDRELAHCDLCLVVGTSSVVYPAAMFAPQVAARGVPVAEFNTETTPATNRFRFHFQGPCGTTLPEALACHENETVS
# Casp6 inh = blocks human caspase-6 cleavage activity; AID 686996; purified caspase-6, Z-VEID-R110 cleavage fluorescence; P55212; actives 0.53% (n = 350,000); inhibition, % at 12.5 µM;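 active = mean inhibition across replicates at least about 35%, with every replicate also reaching that limit, limit read from the data; inconclusive = only one of the two criteria met; inactive = neither criterion met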;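 also: 0% = median of neutral control wells and 100% = no fluorescence left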
# Target sequence (P55212 24-179 limits assumed): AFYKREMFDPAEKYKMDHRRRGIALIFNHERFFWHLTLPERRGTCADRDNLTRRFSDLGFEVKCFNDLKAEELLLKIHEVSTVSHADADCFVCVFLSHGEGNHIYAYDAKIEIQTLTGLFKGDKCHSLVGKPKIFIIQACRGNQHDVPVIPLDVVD
# Target sequence (P55212 194-293 limits assumed): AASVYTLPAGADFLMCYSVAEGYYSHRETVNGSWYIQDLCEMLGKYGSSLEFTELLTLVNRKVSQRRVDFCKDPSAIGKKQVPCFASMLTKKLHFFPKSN
# ARNT-TACC3 inh = ARNT/TACC3 interaction disruption; inhibition, % at 9.99 µM; AID 623870; AlphaScreen His-ARNT PAS-B/GST-TACC3 binding, luminescence; TACC3 fragment carries E629A point mutation; actives 0.66% (n = 390,000); Q9Y6A5;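 active = mean inhibition of replicates at least 50% and at least half of replicates each reaching 50%; inconclusive = half or more replicates reach 50% but mean below 50%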;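 also: 0% = complete ARNT plus TACC3 wells and 100% = ARNT alone without TACC3; many hits fall short of the cut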
# LGR2 inh = inhibitors of bursicon-induced Drosophila LGR2 receptor cAMP signaling; HEK293 LGR2, CRE-luciferase, bursicon-stimulated, 4 h; inhibition, % at 9.99 µM; actives 0.35% (n = 380,000);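 active = drop in luminescence signal, shown as inhibition above about 50% in the replicate tests, limit read from the data, passing the limit was not always enough; inconclusive = probably only some replicates passing the limit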;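 also: agonist challenge used bursicon conditioned medium at about half maximal strength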
# DENV2 CPE = inhibitors of DENV2 cytopathic effect; DENV2-infected cells, cytopathic effect rescue, plate reader; CPE inhibition, % at 9.99 µM; actives 1.7% (n = 350,000); in the data active = CPE inhibition above about 20%, passing the limit was not always enough; inconclusive = no clear call, values can overlap the other calls; tested in BHK-21 cells;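 also: 0% = median of neutral control wells and 100% = median of positive control wells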
# EWS-Fli inh = blocks EWS/Fli oncoprotein-driven transcription. A673 NR0B1-luciferase reporter, viability-normalised. inhibition, % at 12.6 µM. actives 0.67% (n = 350,000);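 active = mean inhibition of at least 50% after viability correction, with every replicate also passing that limit; inconclusive = mean reaches 50% but only one of two replicates passes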;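 also: firefly luciferase signal divided by Alamar Blue viability fluorescence both relative to DMSO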
# Starred values were filed as active, the others as inactive; ? = inconclusive; nt = no result given; & = joins results of further samples. Not a hit list. Share with any hit: about 4.9%.
molecule,PAX8 reporter,SIRT5 inh,Casp6 inh,ARNT-TACC3 inh,LGR2 inh,DENV2 CPE,EWS-Fli inh
CN(CC(=O)Nc1ccc(F)c(F)c1F)C(=O)c1ccc2c(c1)NC(=O)CS2,-2,-3,0,nt,-23,6,1
COc1cccc(CNc2nc3cc(-c4cccc(C(F)(F)F)c4)sc3c(=O)n2C)c1OC,17,-2,-2,nt,-3,2,18
COCC#Cc1cnc2c(c1)C(=O)N([C@H](C)CO)C[C@@H](C)[C@H](CN(C)C(=O)Cc1ccccc1)O2,-6,31*,-1,-4,-1,-8,-9
CN(Cc1ccccc1)C(=O)COC(=O)/C=C/c1ccco1,-13,4,9,-2,-14,5,-4
Cn1nccc1NC(=O)Nc1cccc([N+](=O)[O-])c1,-2,12,0,-3,-9,-1,0
O=C(NCCC1CCCCN1S(=O)(=O)c1ccccc1)C(=O)Nc1ccccc1F (stereo not given),-7,-4,-1,nt,-1,-6,-1
C=CCSc1nnc(NC(=O)COc2ccc3ccccc3c2)s1,nt,1,0,-25,1,2,4
COc1ccccc1NC(=O)C(C(C)C)N1C(=O)c2ccccc2C1=O (stereo not given),-11,nt,12,-3,1,-5,9
Cc1ccc(N2C(=O)C3N=NN(CC(=O)N4N=C(c5ccccc5)CC4c4ccccc4)C3C2=O)cc1 (stereo not given),14,-2,0,-4,6,0,-11
COc1ccc(N2CCN(C(=O)c3ccc4c(Cl)c5c(nc4c3)CCCC5)CC2)cc1,17,2,6,3,-47,0,-3
Cn1cnnc1SCCOc1ccc(Cl)cc1,-27,-5,0,2,-2,nt,-19
COc1ccc(NC(=O)N(C)C[C@H]2Oc3c(NC(=O)Cc4ccccc4)cccc3C(=O)N([C@H](C)CO)C[C@@H]2C)cc1,15,nt,-3,-3,-2,6,4
CCN1C(=O)[C@H]2[C@H]3CN=C(SCc4ccc(C#N)cc4)N3[C@@](Cc3ccccc3)(C(=O)OC)[C@H]2C1=O,5,0,-1,-1,-1,3,-5
NC(=O)CN1CCN(C(=O)NC2CCCCC2)CC1,-14,nt,-2,-5,-1,5,-4
O=C(O)CCn1c(-c2ccccn2)nc2ccccc21,-11,-6,11,7,-6,-3,5
Cc1ccc(C(=O)N2C(=O)C(c3ccccc3)Oc3ccccc32)cc1 (stereo not given),46,3,-1,6,-15,17,2
COc1ccc(S(=O)(=O)Nc2ccc3c(c2)C(=O)N([C@@H](C)CO)C[C@@H](C)[C@H](CN(C)CC2CC2)O3)cc1,nt,1,0,4,18,-11,5
O=C(NCc1ccccc1)C(c1ccccc1)N(C(=O)c1csnn1)c1ccccc1 (stereo not given),13,-1,0,-1,1,0,4
CC1=NN(C(N)=S)C(=O)C1N=Nc1cccc([N+](=O)[O-])c1 (stereo not given),6,-3,-1,1,-6,-2,-36
COC(=O)c1cc(C(=O)OC)cc(-n2c(C)cc(C(=O)COC(=O)CNS(=O)(=O)c3ccc(C)cc3)c2C)c1,25,0,7,0,7,-12,0
CCCN1[C@@H]2c3cccc(=O)n3C[C@@H]2[C@@H](CO)[C@@H]1C(=O)NC1Cc2ccccc2C1,-8,-9,3,-3,-2,7,5
CO[C@H]1CN(C)C(=O)c2cc(NC(=O)c3ccccc3)ccc2OC[C@@H](C)NC[C@H]1C,-4,1,3,5,-7,-6,7
O=C(CC1CC1)N1CC(=O)N2[C@@H](CO)[C@@H](c3ccc(C#Cc4ccccc4)cc3)[C@@H]2C1,nt,0,2,nt,-7,3,-1
CCC(C)(C)NC(=O)C(c1ccc(OC)cc1)N(C(=O)CCC(=O)Nc1cc(C)on1)c1ccccc1F (stereo not given),7,-6,1,1,6,-5,-2
CN(C1CCCCC1)S(=O)(=O)c1cccc(C(=O)OCC(=O)NC2CCCc3ccccc32)c1 (stereo not given),13,nt,nt,-2,-2,nt,nt

# Another view of some results above:
Cc1ccc(C(=O)N2C(=O)C(c3ccccc3)Oc3ccccc32)cc1 (stereo not given)
  PAX8 reporter: 46 | SIRT5 inh: 3 | Casp6 inh: -1 | ARNT-TACC3 inh: 6 | LGR2 inh: -15 | DENV2 CPE: 17 | EWS-Fli inh: 2

COc1ccc(S(=O)(=O)Nc2ccc3c(c2)C(=O)N([C@@H](C)CO)C[C@@H](C)[C@H](CN(C)CC2CC2)O3)cc1
  PAX8 reporter: nt | SIRT5 inh: 1 | Casp6 inh: 0 | ARNT-TACC3 inh: 4 | LGR2 inh: 18 | DENV2 CPE: -11 | EWS-Fli inh: 5

O=C(NCc1ccccc1)C(c1ccccc1)N(C(=O)c1csnn1)c1ccccc1 (stereo not given)
  PAX8 reporter: 13 | SIRT5 inh: -1 | Casp6 inh: 0 | ARNT-TACC3 inh: -1 | LGR2 inh: 1 | DENV2 CPE: 0 | EWS-Fli inh: 4

# Other entries:
molecule,PAX8 reporter,SIRT5 inh,Casp6 inh,ARNT-TACC3 inh,LGR2 inh,DENV2 CPE,EWS-Fli inh
CCCN(C(=O)c1cn(C)c(=O)c2ccccc12)c1ccccc1C,3,-1,-3,-6,8,-6,1
O=C(CC(=O)c1ccccc1)CS(=O)(=O)c1ccccc1,nt,1,-5,11,17,-4,-10
O=C(Nc1ccc(Cl)cc1)N[C@H]1CC[C@H](CCn2cc(Cc3ccccc3)nn2)O[C@@H]1CO,6,-4,1,-2,-19,7,-3
O=C(NC1=NCCS1)c1cccc2ccccc12,-13,2,nt,-5,-7,-5,-16
NC(N)=Nc1nc(-c2ccccc2)c2cc(Cl)ccc2n1,41,-12,8,21,17,-29,64*
CCn1cc(C(=O)OCC(=O)Nc2ccc(C(C)C)cc2)c(=O)c2ccc(C)nc21,8,-7,0,-3,-10,-3,-8
Cc1ccccc1C(=O)N1CCN(c2ncccn2)CC1,12,1,27,0,8,-3,10
O=C1CN(C(=O)c2ccccc2C(=O)O)c2ccccc2N1,19,1,0,-2,14,-2,2
Nc1ccc(OCc2ccccc2)cc1[N+](=O)[O-],-57,2,1,2,-40,-3,-51
NC(=NCCc1ccccc1)c1cccc([N+](=O)[O-])c1,4,1,1,0,7,-7,14
Cn1cccc1CC(=O)NNC(=O)Nc1cccc(Cl)c1,-2,-1,2,5,3,3,-13
O=C(O)CC(NC(=O)Cc1ccc([N+](=O)[O-])cc1)c1ccc2c(c1)OCO2 (stereo not given),2,-3,-3,3,15,-3,0
C[C@H]1CCCCO[C@@H](CN(C)C(=O)Nc2ccc(C(F)(F)F)cc2)[C@@H](C)CN([C@@H](C)CO)C(=O)c2cc(NC(=O)c3ccncc3)ccc2O1,46,13,-1,1,8,13,7
C[C@H]1CN([C@@H](C)CO)C(=O)c2cccc(NC(=O)C3CCCCC3)c2O[C@@H]1CN(C)CC1CC1,nt,1,2,18,-5,-9,-4
Cc1ccc(OCC(=O)NC2CCS(=O)(=O)C2)c(C)c1 (stereo not given),10,1,-1,-5,-5,-2,-4
Cc1ccccc1-n1c(SCC(=O)N2CCN(c3ccccn3)CC2)nnc1N1CCOCC1,-6,-2,-1,4,35,2,-6
CC(C)(C)C1CCC(C(=O)Nc2nccs2)CC1 (stereo not given),-66,10,2,-7,-28,-2,-61
CO[C@H]1CN(C)C(=O)c2ccc(NC(C)=O)cc2OC[C@H](C)N(C(=O)c2ccccn2)C[C@@H]1C,-35,nt,0,nt,-9,-8,-6
CC1CCN(CCC(=O)Nc2nccs2)CC1,-9,-1,-1,0,7,1,-15
NC(Cc1ccc(C(F)(F)F)cc1)c1csc(Nc2cc(Oc3ccccc3)ncn2)n1 (stereo not given),-10,1,-1,nt,nt,18,44
CC(C)c1ccc(CNc2c([N+](=O)[O-])c(=O)oc3ccccc23)cc1,4,-3,-1,-4,18,-6,5
C[C@H](CO)N1C[C@H](C)[C@@H](CN(C)C(=O)NC2CCCCC2)Oc2ccc(NC(=O)Nc3ccc(F)cc3)cc2CC1=O,-2,-2,-2,2,-12,1,4
C[C@H]1CCCCO[C@@H](CN(C)Cc2ccncc2)[C@@H](C)CN([C@@H](C)CO)C(=O)c2cc(NC(=O)Nc3ccccc3)ccc2O1,9,4,0,8,-14,-4,nt
CCNC(=O)C[C@@H]1CC[C@@H]2[C@H](COC[C@@H](O)CN2C(=O)C2CCOCC2)O1,-15,0,0,4,-7,-3,-6
COc1cccc(-c2cnc3c(c2)C(=O)N([C@@H](C)CO)C[C@H](C)[C@@H](CN(C)C(=O)CN(C)C)O3)c1,nt,-2,-2,nt,6,2,-10

# Single values from the entries so far.
# Cc1ccccc1C(=O)N1CCN(c2ncccn2)CC1 in LGR2 inh: 8
# O=C(CC(=O)c1ccccc1)CS(=O)(=O)c1ccccc1 in SIRT5 inh: 1
# COc1cccc(-c2cnc3c(c2)C(=O)N([C@@H](C)CO)C[C@H](C)[C@@H](CN(C)C(=O)CN(C)C)O3)c1 in SIRT5 inh: -2
# CCn1cc(C(=O)OCC(=O)Nc2ccc(C(C)C)cc2)c(=O)c2ccc(C)nc21 in SIRT5 inh: -7
# Cn1cccc1CC(=O)NNC(=O)Nc1cccc(Cl)c1 in ARNT-TACC3 inh: 5
# CC(C)c1ccc(CNc2c([N+](=O)[O-])c(=O)oc3ccccc23)cc1 in PAX8 reporter: 4

# (further entries)
molecule,PAX8 reporter,SIRT5 inh,Casp6 inh,ARNT-TACC3 inh,LGR2 inh,DENV2 CPE,EWS-Fli inh
O=C(Nc1ccc(F)cc1)N1C[C@H]2[C@@H](c3ccccc31)[C@@H](CO)N2Cc1cocn1,-26,1,-1,10,-5,-7,-8
O=C1N(Cc2ccccc2)Cc2ccccc2[C@@H]2OC(c3ccc(OCCCO)cc3)=N[C@]12CCS(=O)(=O)c1ccccc1,53,-1,2,-4,nt,9,7
O=C(NC1CCN(C(=O)Nc2ccc(F)cc2)CC1)c1ccc(F)cc1,-14,-1,-3,-3,6,1,2
Cc1cccc(N2CCN(S(=O)(=O)c3cn(C)cn3)CC2)c1C,15,-3,5,33,-3,1,2
COc1ccc(-c2cc3cc(-c4cc(OC)c(OC)c(OC)c4)ccc3o2)cc1,-14,nt,-3,-3,17,?,-18
C[C@H]1CN([C@@H](C)CO)C(=O)Cc2cc(NC(=O)Cc3ccccc3)ccc2O[C@H]1CN(C)C,-19,0,-2,16,17,6,-3
COc1ccc(OC)c(CN2CCC(CO)(CCOc3ccccc3)CC2)c1,6,-3,2,5,5,9,12
O=C(Nc1ccccc1N1CCN(C(=O)c2ccc(Cl)cc2)CC1)c1cccc(F)c1,25,-3,4,11,-11,3,nt
O=C(NCc1ccc(F)cc1)[C@@H]1[C@@H](CO)[C@@H]2Cn3c(cccc3=O)[C@H]1N2,-3,0,2,-2,2,-2,-4
O=C(CN1CCOCC1)N[C@H]1CC[C@@H](CCNS(=O)(=O)c2ccccc2F)O[C@@H]1CO,4,nt,nt,nt,5,nt,-3
C[C@H](CO)N1C[C@H](C)[C@@H](CN(C)S(=O)(=O)c2ccc(Oc3ccccc3)nc2)OCc2cnnn2CCCC1=O,16&-14,-1&-1,2&-1,-10,-11,-6&-9,5&0

# Of the compounds above, two contain a furan ring, fused or not:
molecule,PAX8 reporter,SIRT5 inh,Casp6 inh,ARNT-TACC3 inh,LGR2 inh,DENV2 CPE,EWS-Fli inh
CN(Cc1ccccc1)C(=O)COC(=O)/C=C/c1ccco1,-13,4,9,-2,-14,5,-4
COc1ccc(-c2cc3cc(-c4cc(OC)c(OC)c(OC)c4)ccc3o2)cc1,-14,nt,-3,-3,17,?,-18
